High-throughput results (PubChem BioAssay)
Shiga toxin inh = Shiga toxin inhibition | Vero cells, Shiga toxin protein synthesis inhibition reporter | inhibition, % at 38.7 µM | actives 9.2% (n = 290,000) | AID 2315; in the data active means inhibition mostly above about 28%, no sharp cut-off; inactive means mostly below about 43%; further: 0% is about no effect
Cycloheximide cs = counter-screen hit for Shiga toxin inhibitors, cycloheximide | cell reporter, cycloheximide protein synthesis inhibition counterscreen | max response, % | actives 12% (n = 300,000) | AID 2314; in the data active means max response mostly above about 13%, no sharp cut-off; inactive means mostly below about 14%; further: read at 38.3 µM for the half of the compounds with a filed dose; 0% is about no effect
HCMV inh = inhibitors of human cytomegalovirus; activity change, negative = inhibition, % at 57.5 µM; HFF cells, HCMV-luciferase reporter, 72 h; active compounds read low; actives 4.5% (n = 410,000); in the data active means activity change below about -60%; inconclusive means no clear call, values can overlap the other calls; inactive means above about -39%; further: on the % scale 0 is the no-effect control and ±100 the full control effect
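Cell-based, HFFs, 1000 cells/well, 16 h 37C; cpds in DMSO + HCMV-luc, MOI 1 PFU/cell; 72 h 37C; OneGlo luminescence after 5 min RT; norm. to buffer vs Salinomycin 10uM.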
AmpC detergent = blocks E. coli AmpC beta-lactamase in detergent assay; AmpC hydrolysis of nitrocefin, absorbance 480 nm, 0.01% Triton; Potency, µM (doses to about 114 µM), without a hit: at the top dose activity change, negative = inhibition, usual class: inhibitors; AID 485294; actives 0.041% (n = 370,000);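 further: potency means the concentration at half of the fitted maximal effect; 0% = no-compound wells and -100% = no-enzyme wells; nearly all actives have a fitted effect of over 25% in size; some results filed as inactive show a strong effect at the top dose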
Target sequence (P00811 whole entry, looked up): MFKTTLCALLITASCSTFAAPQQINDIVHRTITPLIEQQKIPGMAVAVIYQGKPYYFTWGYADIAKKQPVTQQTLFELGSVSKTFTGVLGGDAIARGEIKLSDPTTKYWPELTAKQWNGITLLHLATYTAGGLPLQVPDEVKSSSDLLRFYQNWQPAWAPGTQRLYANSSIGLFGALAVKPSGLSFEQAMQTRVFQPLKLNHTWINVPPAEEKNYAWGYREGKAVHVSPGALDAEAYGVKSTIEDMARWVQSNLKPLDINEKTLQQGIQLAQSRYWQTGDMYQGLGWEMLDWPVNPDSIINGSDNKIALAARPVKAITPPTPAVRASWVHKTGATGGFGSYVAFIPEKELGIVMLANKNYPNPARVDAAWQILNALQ
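20 mM phosphate pH 7.0 + 0.01% (detergent screen) or 0.0001% Triton X-100; 5.3 nM AmpC reagent; cpd preinc 15 min RT; nitrocefin (800 uM stock) to start; A480 q20 s × 4 min; Activity was normalised to no-enzyme and no-compound control wells.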
AmpC no deterg = inhibitors of E. coli AmpC beta-lactamase without detergent | P00811 | AmpC nitrocefin hydrolysis, absorbance 480 nm, 0.0001% Triton | Potency, µM (top dose mostly 57.1 µM), for inactives: at the top dose activity change, negative = inhibition, hits mostly inhibitors | actives 0.52% (n = 330,000) | AID 485341;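 further: potency means the concentration at half of the fitted maximal effect; plate controls were no compound for no effect and no enzyme for full effect; nearly all actives have a fitted effect of over 20% in size; some results filed as inactive show a strong effect at the top dose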
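AmpC (5.3 nM in the dispensed reagent) in 20 mM phosphate pH 7.0 with 0.01% (detergent screen) or 0.0001% Triton X-100 was preincubated with compounds for 15 min at room temperature. Nitrocefin was then added from an 800 uM solution, and hydrolysis was followed at 480 nm.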
AMA1-RON2 inh = AMA1-RON2 (P. falciparum) interaction inhibition | AlphaScreen AMA1-biotinylated RON2 peptide binding | Potency, µM (highest dose often 58.2 µM), without a hit: top-dose activity change, negative = inhibition, actives largely listed as inhibitors | actives 0.2% (n = 360,000) | AID 720542;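 further: potency means the concentration at half of the fitted maximal effect; 0% = vehicle wells and -100% = peptide control; nearly all actives have a fitted effect of over 45% in size; some results filed as inactive show a strong effect at the top dose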
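AMA1 (3D7) with his tag at 25 nM final met compounds first, then biotinylated RON2 peptide at 25 nM; detection used donor plus acceptor beads, 10 µg/mL apiece, read by AlphaScreen after 30 min at room temperature.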
Giardia FBPA inh = blocks Giardia fructose-bisphosphate aldolase activity | purified Giardia FBPA | Potency, µM (top dose mostly 59.6 µM), for the others: at the top dose activity, negative = inhibition, most hits filed as inhibitors | actives 0.71% (n = 290,000); further: potency means the concentration at half of the fitted maximal effect; on the % scale 0 is the no-effect control and ±100 the full control effect; nearly all actives have a fitted effect of over 55% in size
Target sequence (A8B2U2 whole entry, looked up): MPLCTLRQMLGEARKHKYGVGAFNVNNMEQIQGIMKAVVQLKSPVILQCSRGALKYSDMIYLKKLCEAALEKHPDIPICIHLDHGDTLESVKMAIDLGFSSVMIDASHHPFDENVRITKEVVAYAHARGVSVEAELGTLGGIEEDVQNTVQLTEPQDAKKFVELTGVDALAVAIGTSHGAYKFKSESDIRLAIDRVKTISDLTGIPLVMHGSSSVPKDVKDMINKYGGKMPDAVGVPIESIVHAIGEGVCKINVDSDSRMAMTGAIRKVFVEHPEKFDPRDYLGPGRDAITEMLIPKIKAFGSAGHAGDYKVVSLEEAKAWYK
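40 nM FBPA preincubated 10 min at RT with compound (up to 57.5 uM final), then substrate plus GAPDH/TPI/NAD/arsenate coupling and diaphorase/resazurin added. Fluorescence read after 20 min at RT, 525/598 nm.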
The depositor's hits bear a star; ? = inconclusive; / = no result given; [ ] = another dose, or the depositor's remark. Unless noted, the call rests on the fitted dose curve; in most records, active means well fitted curve in the direction sought with a large enough effect; inconclusive means small, poorly fitted or top-dose-only effect, or another doubt; inactive means no such curve, though single readings can be large; an effect the other way counts as inactive or inconclusive.

SMILES	Shiga toxin inh	Cycloheximide cs	HCMV inh	AmpC detergent	AmpC no deterg	AMA1-RON2 inh	Giardia FBPA inh
O=C(NCC1CCCO1)c1c(O)c2c([nH]c1=O)CCCC2 (stereo unspecified)	29	13*	57	?	-10%	0%	5%
CCNc1c([N+](=O)[O-])ncn1C	31	-4	8	5%	2%	9%	2%
CNc1oc(-c2cccc3ccccc23)nc1C#N	64	5	-30	-20%	-15%	7%	2%
N#CCCN(C(=O)COC(=O)c1nc(Cl)ccc1Cl)c1ccccc1	/	/	-19	4%	-13%	-3%	/
O=C(CCC(=O)OCc1ccc(C(=O)Oc2ccccc2)cc1)Nc1cccc2ccccc12	18	15	-26	?	-19%	-1%	3%
Cc1ccccc1CN1C(=O)Nc2ccccc2C(=O)N1C(C)(C)C	-19	-3	-38	?	-7%	-3%	-12%
O=S(=O)(NCCOc1ccc(F)cc1)c1ccc2c(c1)OCCO2	-10	-2	-9	-5%	?	3%	4%
CCCOc1ccc(C(C)=O)cc1CSCCC#N	1	-1	-14	-12%	-13%	3%	0%
Cc1ccc(C)c(S(=O)(=O)Nc2ccc(O)c(Sc3ncn[nH]3)c2)c1	-11	-3	0	0%	-36%	29%	?
CCN1C/C(=C\c2cccc([N+](=O)[O-])c2)C(=O)/C(=C/c2cccc([N+](=O)[O-])c2)C1	-3	-2	-100*	3%	-22%	-12%	-4%
CC(C)N(C(=O)[C@H]1C[C@H](CC(=O)NCc2cccc(C(F)(F)F)c2)C(=O)N2CCc3c([nH]c4cc(CCC(=O)N(C)C)ccc34)[C@]12C)C(C)C	/	/	-19	/	201%[activator]	-13%	/
Cc1cc(SCC(=O)NCCN2C(=O)CSC2=O)nc2ccccc12	24	1	-34	10%	4%	10%[2.32 µM]	-3%
COc1ccc(NC(=S)NC(=O)Cc2ccccc2)c(OC)c1	/	-2	37	?	-36%	12%	-10%
CN1CCC(N(C)C(=O)c2cc(S(=O)(=O)N3CCOCC3)ccc2Cl)CC1	/	/	27	/	-9%	-11%[11.6 µM]	/
C=CCOc1ccc(C(=O)n2cc(C(=O)OC)c3ccccc32)cc1	5	14	7	-9%	-20%	-6%	-6%
C=CCc1c(OC)ccc2ccc(=O)oc12	-12	-2	?	3%	-3%	2%	-4%
CCOc1ccc(NC(=O)CSc2nc3c(c(=O)n2-c2ccccc2OC)SCC3)cc1	-15	-4	9	?	42%	-4%	-3%
C=CCn1c(SCC(=O)Nc2nncs2)nnc1-c1ccco1	-10	-2	17	?	-11%	-4%	-24%
O=C(CSc1ccc2nnc(-c3ccncc3)n2n1)N1CCc2ccccc21	-16	-1	/	?	0%	/	7%
O=C(O)c1ccc(N2C(=O)CC(N3CCN(c4cccc(Cl)c4)CC3)C2=O)cc1 (stereo unspecified)	/	9.7*	29	-16%	-14%	-5%	-5%
S=c1[nH]nc(C2CCCCC2)n1/N=C/c1ccc(Cl)cc1	-3	4	?	1%	-25%	102%[activator]	15%
O=c1oc(Nc2ccc(F)cc2)nc2ccccc12	81*	17*	4	-12%	-25%	-1%	1%
Cc1ccc(/C=N/NC(=O)C2CC(=O)N(c3ccccc3)C2)s1 (stereo unspecified)	-2	8	?	-2%	-25%	-25%	-12%
Cc1cc(C)cc(NC(=O)N2CCC(C(=O)c3ccc(F)cc3)CC2)c1	-2	6	-39	?	-57%	10%	-1%
CC1CC(C)(C)CC2(C1)NC(=O)N(CC(=O)Nc1ccc(N3CCCCC3)cc1)C2=O (stereo unspecified)	4	8	-12	-2%	93%[activator]	-14%	/
Cc1ccc(S(=O)(=O)N2CCOCC2)cc1C(=O)OCC(=O)N(Cc1ccccc1)C(C)C	/	/	-22	5%	178%[activator]	18%	/
CCOC(=O)N1CCN(C(=O)CSc2ccccc2)CC1	21	2	-16	-13%	-16%	15%	3%
COc1ccc(C(C)=O)cc1COc1ncnc2ccccc12	5	-1	173	-15%	-6%[11.4 µM]	7%	3%
O=C(c1ccco1)n1nc(-c2ccc(Cl)cc2)nc1NCc1ccco1	38	2	28	1%	/	-4%	-3%
CCOC(=O)c1oc2ccccc2c1COC(=O)CNC(=O)c1ccco1	/	/	-19	?	-20%	-2%	/
CCOC(=O)c1sc(NC(=O)CN2CC(C)OC(C)C2)nc1C (stereo unspecified)	-5	-2	-31	-3%	34%	7%	-24%
O=C(O)CCN1C(=O)c2ccc(NC(=O)CSc3ccccc3)cc2C1=O	7	5	13	?	-25%	-3%	16%
CCOc1cc2c(cc1OC)C(NC(=O)C(F)(F)F)CC2=O (stereo unspecified)	-12	6	28	-11%	-8%	1%	4%
OC(COc1ccccc1Br)CN1CCNCC1 (stereo unspecified)	-6	-4	13	?	0%	3%	?
COc1ccccc1CCNS(=O)(=O)c1cc2c3c(c1)CCN3C(=O)CC2	/	/	-1	?	-17%	-4%	/
CC(SCc1ccccc1)C(=O)NC1CCCC1 (stereo unspecified)	-4	1	12	?	-5%	-12%	4%

A draw from above in order of formula weight, highest first:
SMILES	Shiga toxin inh	Cycloheximide cs	HCMV inh	AmpC detergent	AmpC no deterg	AMA1-RON2 inh	Giardia FBPA inh
COc1ccccc1CCNS(=O)(=O)c1cc2c3c(c1)CCN3C(=O)CC2	/	/	-1	?	-17%	-4%	/
CCOC(=O)c1sc(NC(=O)CN2CC(C)OC(C)C2)nc1C (stereo unspecified)	-5	-2	-31	-3%	34%	7%	-24%
CCOc1cc2c(cc1OC)C(NC(=O)C(F)(F)F)CC2=O (stereo unspecified)	-12	6	28	-11%	-8%	1%	4%
OC(COc1ccccc1Br)CN1CCNCC1 (stereo unspecified)	-6	-4	13	?	0%	3%	?

(next part)
SMILES	Shiga toxin inh	Cycloheximide cs	HCMV inh	AmpC detergent	AmpC no deterg	AMA1-RON2 inh	Giardia FBPA inh
CC(C)(C)n1nnnc1C(c1cccnc1)N1CCOCC1 (stereo unspecified)	-11	-1	29	2%	-10%	-17%	3%
O=C(O)C1CCN(C(=O)NC2CCCCC2)CC1	-7	-2	2	?	-17%	13%	0%
COc1cccc(/C=C2\SC(=S)N(NS(=O)(=O)c3ccc(C)cc3)C2=O)c1OC	-4	-2	-14	-7%	-42%	/	-9%
Cc1ccc(NC(=O)CSC2=NN3CCCC(=O)N=C3S2)c(C)c1	-4	-1	13	2%	-11%	1%	1%
CC1CCCN(C(=O)c2ccc3c(c2NCCO)C(=O)c2ccccc2C3=O)C1 (stereo unspecified)	-27	-5	-34	0%	143%[activator]	?	-8%
CCc1nnc(NC(=O)c2cc(-c3ccncc3)nc3ccccc23)s1	5	0	38	2%	-26%	6%	3%
CN(CCOC(=O)/C=C/c1ccco1)Cc1ccccc1	-2	-1	-24	6%	-11%	-11%	-22%
COC(=O)C(CO)NC(=O)C(C)NC(=O)CNC(=O)OCc1ccccc1 (stereo unspecified)	2	-1	-4	?	-23%	2%	0%
CNC(=O)c1nc(C)n(-c2cc(Cl)cc(Cl)c2)n1	-9	4	/	-4%	-19%	-2%	4%
CCOc1cc(/C=N/NC(=O)c2ccccn2)ccc1OC(=O)c1ccc(F)cc1	-12	-5	16	6%	-3%	116%[activator]	/
CCOC(=O)N1CCC(NC(=O)CCN2C(=O)COc3ccccc32)CC1	-8	-3	70	?	-4%	12%	-3%
Cc1ccc(C)c(N2CCN(C(=O)c3ccc(CS(=O)Cc4ccc(Cl)cc4)o3)CC2)c1 (stereo unspecified)	-8	-4	-17	-3%	161%[activator]	6%	9%
COc1ccc(CNC(=O)CS(=O)Cc2nc(-c3ccc(C)cc3)oc2C)cc1 (stereo unspecified)	-11	-1	4	?	75%[activator]	0%	7%
O=c1n(-c2cccc(Cl)c2)c(=O)n2n1CCC2	-4	-1	-12	?	-22%	-11%	13%
CCOC(=O)Cc1csc(NC(=O)COc2ccc(N(C)S(=O)(=O)c3cccs3)cc2)n1	-23	0	11	-14%	-23%	-5%	-8%
O=C(Nc1cccc(S(=O)(=O)NC2=NCCCCC2)c1)c1ccc(Cl)cc1	/	/	-68*	0%	-25%	10%	/
CCN(C(=S)Nc1cccnc1)c1cccc2ccccc12	8	-1	35	?	-8%[2.29 µM]	4%	?
O=C(CSc1nnc(-c2ccncc2)o1)N1CCCC1	4	11	8	3%	-1%	-2%	5%
CC(On1nnc2ccccc21)C(=O)N1CCN(Cc2ccccc2)CC1 (stereo unspecified)	22	15	3	2%	34%	2%	0%
CN(CC(=O)Nc1ccccc1C(=O)N1CCCC1)S(=O)(=O)c1ccc(Br)cc1	-12	-3	-19	?	44%	27%	3%
O=C(NNC(=S)NC(=O)c1ccccc1)c1ccc(O)cc1	13	7	30	?	-25%	95%[activator]	-3%
COC(=O)Cc1c(C)c2ccc(OCC(=O)N3CCCC(C)C3)c(C)c2oc1=O (stereo unspecified)	5	-1	-6	?	105%[activator]	-4%	/
CC(C)(C)CC(=O)NC(=S)Nc1ccccc1[N+](=O)[O-]	-5	1	-19	-10%	-42%	-2%	-13%
CC(C)(C)C(=O)NC(=S)Nc1cccc(C(=O)O)c1	84*	45*	-3	-3%	3%	25%	-5%
CCOc1cc(N2CCOCC2)c(OCC)cc1NC(=O)c1cc(C)nc2ccccc12	-23	-2	-2	-7%	131%[activator]	-20%	-2%
CN(CC1CCCO1)S(=O)(=O)c1ccc(C(=O)Nc2nc3cc4c(cc3s2)OCO4)cc1 (stereo unspecified)	11	12	-85*	?	15%	21%	?
CCN(CC(=O)Nc1ccc(Cl)c(C(F)(F)F)c1)CC(=O)NC1CCS(=O)(=O)C1 (stereo unspecified)	-9	-3	71	0%	99%[activator]	16%	-3%
CCC(C)Nc1nc(CN2CCOCC2)nc2sc3c(c12)CCC3 (stereo unspecified)	3	-3	-13	2%	69%[activator]	47%[activator]	8%
O=C(Oc1ccc(Cl)c2cccnc12)N1CCOCC1	-9	-2	65	-2%	-5%	-12%	5%
N=c1oc2ccc(Br)cc2cc1C(=O)NCc1ccc(F)cc1	9	23*	-36	-8%	123%[activator]	0%	/
CNc1nc(Nc2ccccc2)nc(OCC(F)(F)F)n1	-6	1	-25	0%	-26%	-4%	2%
O=C(Nc1ccc(Cn2cccn2)cc1)c1ccc(COc2cccc(Br)c2)cc1	22	19*	59	?	-14%	-16%	-3%
CCOC(=O)CCc1nc2ccccc2[nH]c1=O	-11	-1	21	-3%	-16%	0%	0%
COc1ccc(S(=O)(=O)NCC(=O)N(CC(=O)NCc2ccco2)Cc2ccc(F)cc2)cc1	-3	-4	-35	-15%	-10%	-15%	5%
N#Cc1ccccc1S(=O)(=O)Nc1ccc2c(c1)OCCO2	15	14	42	-8%	-10%	-19%	-1%
CSc1nnc(C2CCN(CC(=O)Nc3ccccc3N3CCOCC3)CC2)n1C	-4	-7	7	9%	2%	18%	/
